Assay outcomes from PubChem BioAssay.
TRPC4 inh: TRPC4 (mouse) channel inhibition | Q9QUQ5 | HEK293 TRPC4beta/mu-opioid, DAMGO-evoked Fluo4 calcium flux; hits give low values | B-score at 10 µM | 300,000 tested, 0.39% active | AID 2247;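 active = B-score over 3 SD under the library average, no early fluorescence shift, positive overall ratio signal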
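Material: HEK293 cells with stable TRPC4beta plus mu-opioid receptor expression / Probe or stimulus: DAMGO in two steps, submaximal then maximal / Compound: single concentration per test compound / Technique: kinetic Fluo4 fluorescence imaging of calcium influx / Read-out: per-well B score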
MrgX1 PAM: human MrgX1 positive allosteric modulation, primary screen; Q96LB2; MrgX1-HEK293, Fluo-4 calcium flux, FDSS; hits give high values; B-score at 10 µM; 310,000 tested, 0.63% active; AID 588675;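 active = plate-corrected calcium response at least 3 library SD above typical, normal starting fluorescence, not activating the receptor alone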;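 note: compound read alongside a low EC10 to EC30 dose of BAM8-22 agonist; peak minus trough fluorescence over baseline measured at the second addition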
ANO1 activ: activators or potentiators of mouse TMEM16A chloride channel; Q8BHY3; HEK293 TMEM16A/YFP-H148Q/I152L, iodide quench fluorescence; hits give low values; B-score at 10 µM; 340,000 tested, 0.3% active;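 active = fluorescence-ratio B-score plate-corrected deviation score at least 3 library SD below zero, with starting fluorescence score within 5 deviations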;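 note: channel opened by trigger with iodide after compound preincubation; score built on the fluorescence ratio of max minus min over baseline; more negative score means more quench and so TMEM16A activation or potentiation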
TRPC4 PAM: allosterically enhances the mouse TRPC4 cation channel. HEK293 TRPC4beta/mu-opioid, DAMGO EC20, Fluo-4 Ca2+ flux; hits give high values. B-score at 10 µM. 310,000 tested, 0.42% active;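 active = B-score of calcium response area above 5 SD of library B-scores, with initial fluorescence ratio within 5 SD of library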;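 note: B-score of integrated fluorescence ratio over time as area under calcium response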
TMEM16A inh: blocks the mouse calcium-activated chloride channel TMEM16A; 310,000 tested, 1.2% active; AID 588511; Q8BHY3; normalized B-score (activity score, 25-100; higher = stronger inhibition) at 10 µM; HEK293 TMEM16A/YFP iodide influx fluorescence, ionomycin;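 active = ratio plate-corrected score three or more library SD toward inhibition, starting fluorescence score within five deviations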;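 note: score derived from kinetic fluorescence span divided by baseline fluorescence per well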
RGS4 inh: inhibitors of human RGS4. P49798. HEK293 M3R/RGS4 inducible, Fluo-4 calcium flux; hits give high values; triggered by carbachol at its EC20. B-score at 10 µM. 310,000 tested, 0.45% active. AID 463165;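 active = B-score, a plate-corrected calcium signal, over three deviations above library mean, with baseline fluorescence within five deviations of library mean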;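 note: RGS4 expression induced by doxycycline in cells with stable M3 receptor; B-score is computed from the integrated fluorescence ratio over baseline after carbachol; higher B-score means a larger calcium signal and so more RGS4 inhibition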
Target sequence (P49798 whole entry, looked up): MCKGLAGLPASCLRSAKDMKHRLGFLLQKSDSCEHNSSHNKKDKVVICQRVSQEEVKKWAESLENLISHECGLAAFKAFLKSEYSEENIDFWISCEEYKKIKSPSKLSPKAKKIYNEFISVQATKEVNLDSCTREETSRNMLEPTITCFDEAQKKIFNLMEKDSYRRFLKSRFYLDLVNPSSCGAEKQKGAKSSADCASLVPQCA
MrgX1 agonist: agonists of human MrgX1 receptor; Q96LB2; MrgX1-HEK293 cells, Fluo-4 calcium fluorescence, agonist mode; hits give high values; B-score at 10 µM; 310,000 tested, 0.44% active;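 active = calcium response B-score plate-corrected fluorescence ratio at least 3 library SD, with starting fluorescence B-score inside 5 SD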
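Test system: HEK293 cells stably expressing human MrgX1 receptor; Input: fifteen thousand cells per well; Dosing: compound delivered in addition one of three; Schedule: overnight seeding, then 1 h dark dye loading; Technique: Fluo-4 NW calcium fluorescence; Measure: B-scored fluorescence response ratio; Controls: positive and negative controls per plate.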
TRPC6 inhibitor: blocks the mouse TRPC6 cation channel; B-score at 10 µM; AID 2553; HEK293-TRPC6, membrane potential dye, ACh-evoked depolarization; hits give low values; 310,000 tested, 1.1% active;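 active = B-score under library mean minus 3 SD, initial fluorescence not abnormally high, positive integrated signal ratio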;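 note: B-score derived from integrated fluorescence ratio over the kinetic read; more negative B-score means stronger inhibition of depolarization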
Target sequence (Q61143 whole entry, looked up): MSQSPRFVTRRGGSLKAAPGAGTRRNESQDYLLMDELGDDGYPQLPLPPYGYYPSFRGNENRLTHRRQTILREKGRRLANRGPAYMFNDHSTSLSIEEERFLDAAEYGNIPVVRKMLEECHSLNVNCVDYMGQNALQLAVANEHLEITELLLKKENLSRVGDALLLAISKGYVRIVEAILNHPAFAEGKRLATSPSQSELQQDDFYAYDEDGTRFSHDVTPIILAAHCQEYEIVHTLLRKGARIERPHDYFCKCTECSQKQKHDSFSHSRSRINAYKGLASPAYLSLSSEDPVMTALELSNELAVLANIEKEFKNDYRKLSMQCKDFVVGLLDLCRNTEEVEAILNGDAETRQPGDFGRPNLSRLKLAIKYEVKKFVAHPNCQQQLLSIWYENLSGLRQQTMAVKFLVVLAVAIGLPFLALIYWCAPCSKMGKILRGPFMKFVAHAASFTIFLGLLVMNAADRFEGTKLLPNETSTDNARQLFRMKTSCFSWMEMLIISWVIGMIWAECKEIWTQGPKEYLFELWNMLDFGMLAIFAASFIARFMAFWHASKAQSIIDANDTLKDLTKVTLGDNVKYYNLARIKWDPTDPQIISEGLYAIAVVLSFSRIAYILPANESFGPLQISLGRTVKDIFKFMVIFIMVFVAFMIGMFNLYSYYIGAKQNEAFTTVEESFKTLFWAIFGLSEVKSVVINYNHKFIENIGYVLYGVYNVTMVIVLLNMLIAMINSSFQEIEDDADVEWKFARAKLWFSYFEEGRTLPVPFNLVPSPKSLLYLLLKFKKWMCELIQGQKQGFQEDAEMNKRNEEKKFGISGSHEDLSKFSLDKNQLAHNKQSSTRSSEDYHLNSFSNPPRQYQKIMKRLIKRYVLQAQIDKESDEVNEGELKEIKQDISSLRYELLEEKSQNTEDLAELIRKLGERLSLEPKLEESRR
MrgX1 antag: blocks BAM8-22 activation of human MrgX1 receptor | AID 588676 | MRGX1-HEK293 calcium flux, Fluo-4, BAM8-22 antagonism; hits give low values | B-score at 10 µM | 310,000 tested, 1.3% active;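 active = calcium-response B-score plate-corrected more than 3 library SD below zero, starting fluorescence within 5 deviations, no agonist response on first addition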;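 note: peak minus trough fluorescence over baseline after final BAM8-22 challenge near maximal dose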
TRPC6 activator: mouse TRPC6 channel activation | B-score at 10 µM | AID 2550 | Q61143 | 310,000 tested, 0.13% active | HEK293-TRPC6 membrane potential dye fluorescence; hits give high values;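 active = B-score of the integrated fluorescence ratio above library mean plus 3 SD, and starting fluorescence ratio within library mean plus 5 SD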;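 note: higher score means more depolarization so channel activation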
TRPC4 agonist: TRPC4 (mouse) channel activation; HEK293 TRPC4beta/mu-opioid, Fluo4 calcium fluorescence; hits give high values; AID 2237; 310,000 tested, 0.49% active; B-score at 10 µM;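 active = B-score above 5 SD of library B-scores, and initial fluorescence ratio not above library mean plus 5 SD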;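 note: positive B-score marks a calcium rise read as TRPC4 activation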
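System: HEK293 cells stably co-expressing mouse TRPC4beta and mu-opioid receptor; Schedule: Fluo4 dye loading 45 min at room temperature, 110 s recording; Detection: Fluo4 fluorescence, kinetic; Evaluation: B-scored integrated calcium fluorescence ratio; Controls: buffer (low) and maximal DAMGO (high).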
* = called active by the depositor; i = inactive; nt = not tested or not shown.

SMILES	TRPC4 inh	MrgX1 PAM	ANO1 activ	TRPC4 PAM	TMEM16A inh	RGS4 inh	MrgX1 agonist	TRPC6 inhibitor	MrgX1 antag	TRPC6 activator	TRPC4 agonist
O=S(=O)(Nc1ncccn1)c1ccc(NS(=O)(=O)c2cc(Cl)ccc2Cl)cc1	i	i	i	i	i	i	i	i	i	i	i
COc1cccc(-n2c(CN3CCN(c4cccc(C)c4)C(C)C3)nc3ccc([N+](=O)[O-])cc3c2=O)c1 (stereo not given)	i	i	i	i	i	i	i	i	i	i	i
COc1ccc(C2C(=O)N(C3CCCCC3)CC(=O)N2Cc2ccc3c(c2)OCO3)cc1 (stereo not given)	i	i	i	i	i	i	i	i	i	i	i
CC1N(O)C(c2ccc(Cl)cc2Cl)N(O)C1(C)C (stereo not given)	i	i	i	i	i	i	i	i	i	i	i
CC(C)Oc1ccc(C(=O)NCc2ccco2)cc1	i	i	i	i	i	i	i	i	-5.9*	i	i
O=C(Nc1ccccc1N1CCOCC1)c1ccco1	i	i	i	i	i	i	i	i	i	i	i
O=C1CC(c2ccccc2)CC(O)=C1C=NCCN1CCOCC1 (stereo not given)	i	i	i	i	i	i	i	i	i	i	i
COc1ccc(-c2nc3c(c(SCC(=O)N4CCCC4)n2)COC(C)(C)C3)cc1	i	i	i	i	i	i	i	i	i	i	i
C[n+]1ccn(CC(=O)c2cc(C(C)(C)C)c(O)c(C(C)(C)C)c2)c1	i	i	i	i	i	i	i	i	i	i	i
CC1(C)CC(=O)C/C(=N/NC(=O)CCCOc2ccc(Cl)cc2Cl)C1	i	i	i	i	i	i	i	i	i	i	i
COc1cc2c(cc1OC)C(c1ccc(C)o1)CC(=O)N2 (stereo not given)	i	i	i	i	i	i	i	i	i	i	i
O=C(c1ccco1)N1CCN(S(=O)(=O)c2ccc3c(c2)CCN3C(=O)C2CCC2)CC1	i	i	i	i	i	i	i	i	i	i	i
COc1ccc(N2C(=O)C(C)C(Cc3ccc(C)cc3)C2=O)cc1 (stereo not given)	i	i	i	i	i	i	i	i	i	i	i
Cc1cc(NC(=O)CSc2nc3cc(Cl)ccc3o2)no1	i	i	i	i	i	i	i	i	i	i	i
C=CCn1c(SCCOc2ccc(OC)cc2)nnc1C(C)NC(=O)c1ccc(OC)cc1 (stereo not given)	i	i	i	i	i	i	i	i	i	i	i
COCCN(CCOC)S(=O)(=O)c1ccc(C(=O)Nc2sc3c(c2C(N)=O)CCCCC3)cc1	i	i	i	i	i	i	i	i	i	i	i
CC(=O)NC(Cc1ccccc1F)C(=O)NC1CCN(C(=O)Nc2ccc(C)cc2)CC1 (stereo not given)	i	i	i	i	i	i	i	i	i	i	i
CCCNS(=O)(=O)c1cccc(C(=O)OCc2cc(=O)oc3cc(OC)ccc23)c1	i	i	i	i	i	i	i	i	i	i	i
CCc1nc2ccc(C(=O)N3CCN(c4ccccc4)CC3)cc2nc1CC	i	i	i	i	i	i	i	i	i	i	i
O=C(CS(=O)CC(=O)N(CC(=O)NC1CCCC1)c1ccc2c(c1)OCCO2)Nc1ccc(F)cc1 (stereo not given)	i	i	i	i	i	i	i	i	i	i	i
O=C(CCN1CCOCC1)NNC(=O)/C(=C/c1ccccc1)NC(=O)c1ccccc1	i	i	i	i	i	i	i	i	i	i	i
O=C(Nc1ccc2c(c1)CCC2)c1ccc(F)cc1	i	i	i	i	i	i	i	i	i	i	i
O=C(OCC(=O)N1CCCc2ccccc21)c1cc(Br)ccc1O	i	i	i	i	i	i	i	i	i	i	i
Cc1nc(-c2ccc(C(=O)Nc3cccc(Br)c3)cc2)cs1	i	i	i	i	i	i	i	i	i	i	i
N#CC1=C(N)N(c2ccccc2C#N)C2=C(C(=O)CCC2)C1c1ccsc1 (stereo not given)	i	i	i	i	i	i	i	i	i	i	i
Cc1ccc(C)c(N(C(=O)CNC(=O)c2ccco2)C(C(=O)NC2CCCCC2)c2cccnc2)c1 (stereo not given)	i	i	i	i	i	i	i	i	i	i	i
CC(=O)N/C(=C\c1ccccc1Cl)C(=O)O	i	i	i	i	i	i	i	i	i	i	i
COc1cccc(NC(=O)N2CCC(NC(=O)c3ccco3)CC2)c1	i	i	i	i	i	i	i	i	i	i	i
COc1cccc(CNS(=O)(=O)c2cn(C)cn2)c1	i	i	i	i	i	i	i	i	i	i	i
Cc1ccc(/C=N/Nc2ccnc3cc(Cl)ccc23)c(C)c1	i	i	i	i	i	i	i	i	i	i	i

A different layout for some results above:
Every second line gives: TRPC4 inh	MrgX1 PAM	ANO1 activ	TRPC4 PAM	TMEM16A inh	RGS4 inh	MrgX1 agonist	TRPC6 inhibitor	MrgX1 antag	TRPC6 activator	TRPC4 agonist
Cc1ccc(/C=N/Nc2ccnc3cc(Cl)ccc23)c(C)c1
→ i	i	i	i	i	i	i	i	i	i	i
Cc1nc(-c2ccc(C(=O)Nc3cccc(Br)c3)cc2)cs1
→ i	i	i	i	i	i	i	i	i	i	i

Continuation:
SMILES	TRPC4 inh	MrgX1 PAM	ANO1 activ	TRPC4 PAM	TMEM16A inh	RGS4 inh	MrgX1 agonist	TRPC6 inhibitor	MrgX1 antag	TRPC6 activator	TRPC4 agonist
Cc1nc2c(C)cccn2c(=O)c1NC(=O)c1cccs1	i	i	i	i	i	i	i	i	i	i	i
O=C(Nc1nccs1)c1cncc(Br)c1	i	i	i	i	i	i	i	i	i	i	i
Cc1ccc(CNC(=O)C2(C(F)(F)F)C/C(=C\Cc3ccccc3)CCCO2)o1 (stereo not given)	i	i	i	i	i	i	i	i	i	i	i
CC1CN(C(=O)c2ccc(NS(=O)(=O)c3ccc(F)cc3)cc2)CC(C)O1 (stereo not given)	i	i	i	i	i	i	i	i	i	i	i
Cc1cccc(NC(=O)CCCc2ccccc2)c1C	i	i	i	i	i	i	i	i	i	i	i
Cc1nc(CS(=O)(=O)c2ccccc2)cc(N2CCN(c3ccccc3F)CC2)n1	i	i	i	i	i	i	i	i	i	i	i
O=C1CN2C(=N1)N(Cc1ccccc1)c1ccccc12	i	i	i	i	i	i	i	i	i	i	i
Cc1ccc(C(=O)/C=C/c2ccc3ncccc3c2)cc1	i	i	i	i	i	7.8*	i	i	i	i	i
CCOc1ccc2[nH]c3c(N4CCN(c5ccccn5)CC4)ncnc3c2c1	-6*	i	i	i	i	i	i	i	i	i	i
Cc1oc(/N=C/c2ccc(O)cc2O)c(C#N)c1C	i	i	i	i	i	i	i	i	i	i	i
Cc1cc(=O)[nH]c(N/N=C/c2c(F)c(F)c(F)c(F)c2F)n1	i	i	i	i	i	i	i	i	i	i	i
CO[C@H]1C=CO[C@@]2(C)Oc3c(C)c(O)c4c(O)c(c(C=NN5CCN(C)CC5)c(O)c4c3C2=O)NC(=O)C(C)=CC=C[C@H](C)[C@H](O)[C@@H](C)[C@@H](O)[C@@H](C)[C@H](OC(C)=O)[C@@H]1C	i	i	i	i	i	i	i	i	i	i	i
O=C(O)c1ccc(S(=O)(=O)c2ccc3c(c2)C(=O)N(c2ccc(Br)cc2)C3=O)cc1	i	i	i	i	i	i	i	i	i	i	i
Nc1c(Cl)cc(-c2csc(N3CCCC3c3nc4cc(Cl)c(Cl)cc4n3CCOCCO)n2)cc1Cl (stereo not given)	i	i	i	i	i	i	i	i	i	i	i
COC(=O)c1ccc(CSc2nncn2N)cc1	i	i	i	i	i	i	i	i	i	i	i
N/C(=N\OC(=O)Cc1ccccc1)c1cccc(Br)c1	i	i	i	i	i	i	i	i	i	i	i
CCOC(=O)C1C(=O)NC(N2CCOCC2)=NC1c1ccco1 (stereo not given)	i	i	i	i	i	i	i	i	i	i	i
CCCCN(CCCC)CCCNC(=O)C12CN(Cc3ccccc3)CC1C(c1cccc([N+](=O)[O-])c1)=NO2 (stereo not given)	i	i	i	i	i	i	i	-7.5*	i	i	i
Cc1nc2ccccc2c(=O)n1/N=C/c1cccs1	i	i	i	i	i	i	i	i	i	i	i
Cc1sc2ncn(CC(=O)NCc3ccco3)c(=O)c2c1-c1ccc(F)cc1	i	i	i	i	i	i	i	i	i	i	i
COc1ccccc1N1C(N)=NC(N)=NC12CCCCC2	i	i	i	i	i	i	i	i	i	i	i
CCOC(=O)Nc1ccc2c(c1)N(C(=O)CCN1CCN(CCO)CC1)c1ccccc1CC2	i	i	i	i	i	i	i	i	-9*	i	i
CCOC(=O)C1=C(C)N(CCCC(=O)O)C(=O)NC1c1ccccc1OC(=O)c1cccs1 (stereo not given)	i	i	nt	i	i	i	i	i	i	i	i
CC(C)CS(=O)(=O)C1=NN2C(=N)/C(=C\c3ccc(OC(=O)c4ccco4)cc3)C(=O)N=C2S1	i	i	i	i	i	i	29*	i	i	i	i
COc1ccc(C(=O)N/N=C(\C)CC(=O)Nc2ccc(Cl)cn2)cc1	i	i	i	i	i	i	i	i	i	i	i
CC(C)(C)n1nnnc1CN1CCN(C(c2ccccc2)c2ccccc2)CC1	i	i	i	i	i	i	i	i	i	i	i
COc1ccc(NC(=O)NN2CCN(C)CC2)cc1OC	i	i	i	i	i	i	i	i	i	i	i
O=C(NNC(=O)c1cc2ccccc2oc1=O)c1ccccc1	i	i	i	i	i	i	i	i	i	i	i
COc1ccc2nc(NC(=O)c3ccc(-n4nc(C)cc4C)cc3)sc2c1	i	i	i	i	i	i	i	i	i	i	i
COc1ccccc1CNC(=O)c1ccccc1C(=O)NC(C)(C)C(=O)NCc1ccccc1OC	i	i	i	i	i	i	i	i	i	i	i
COc1ccc(Cl)cc1NC(=O)CSc1nnc(CNC(=O)c2ccco2)o1	i	i	i	i	i	i	i	i	i	i	i
COc1cc(NC(=O)CSc2nnc(Cn3nnc4ccccc43)n2C)cc(OC)c1	i	i	i	i	i	i	i	i	i	i	i
Cc1ccc2c(c1)Oc1ccc([N+](=O)[O-])cc1C(=O)N2	i	i	i	i	i	i	i	i	i	i	i
CC(C)(C)NC(=O)/C=N/O	i	i	i	i	i	i	i	i	i	i	i
CN1CCN(S(=O)(=O)c2cccc(C(=O)Nc3sc4c(c3C(N)=O)CCCC4)c2)CC1	i	i	i	i	i	i	i	i	i	i	i
CC(=O)c1cccc(N2C(=NC(=O)CCc3ccccc3)SC3CS(=O)(=O)CC32)c1 (stereo not given)	i	i	i	i	i	i	i	i	i	i	i
